Mot1-301 SUMO: SUMOylation pathway inhibition by Mot1-301 growth rescue. 1% of 320,000 active. AID 2716. S. cerevisiae Mot1-301 growth rescue, ATP luminescence, 38.5C; percent above DMSO median, 100 means doubled. growth rescue, % at 18.8 µM;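 active = every valid replicate shows activation above 250% relative to neutral control wells; inactive = the rest, any valid replicate at or below 250%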;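 note: OY570 slx delta 5 strain wells were the positive control but not used for scaling; some compounds called inactive have numbers as strong as hits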
HTR5A inv ag: HTR5A inverse agonism, opioid heterodimer counter-screen; HTR5A cell line, luminescence; inhibition, % at 9.3 µM; 0.083% of 340,000 active; P47898; in the data active = inhibition mostly above about 23%, no sharp cut-off; inactive = mostly below about 18%;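 note: 0% = cells with DMSO and 100% = no-cell wells with DMSO; some compounds called inactive have numbers as strong as hits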
PKA-R2B activ: PKA-R2B complex activation | P22694+P31323 | PKA-R2B holoenzyme dissociation, Cy5-IP20 fluorescence polarization; R2B truncated from residue 108, S112A mutant; 0% DMSO only, 100% 113 µM cGMP | activation, % at 11.4 µM | 0.079% of 340,000 active | AID 504700;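 active = activation above a cutoff set at the mean over all compounds plus 3 SD, cut at about 18% in these data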;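 note: higher means more holoenzyme dissociation and a rise in polarization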
Target sequence (P31323 whole entry, looked up, other chains not shown, the tested form may be a part): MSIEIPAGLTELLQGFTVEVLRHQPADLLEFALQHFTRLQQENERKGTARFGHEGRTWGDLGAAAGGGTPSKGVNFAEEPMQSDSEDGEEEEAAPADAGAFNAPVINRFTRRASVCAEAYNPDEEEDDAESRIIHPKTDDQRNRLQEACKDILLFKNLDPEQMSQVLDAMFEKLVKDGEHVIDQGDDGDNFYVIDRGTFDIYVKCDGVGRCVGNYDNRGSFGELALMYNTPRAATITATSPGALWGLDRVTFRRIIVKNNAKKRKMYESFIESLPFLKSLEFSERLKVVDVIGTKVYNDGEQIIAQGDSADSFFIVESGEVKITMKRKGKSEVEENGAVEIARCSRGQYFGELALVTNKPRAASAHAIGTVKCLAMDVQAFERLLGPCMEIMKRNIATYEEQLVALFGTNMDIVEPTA
HTR5A ag ctr: activates human HTR5A in OPRM1-OPRD1 agonist counter-screen. P47898. HTR5A agonist assay, luminescence, cell-based. activation, % at 9.3 µM. 0.61% of 340,000 active; in the data active = activation mostly above about 9.5%, no sharp cut-off; inactive = mostly below about 7.6%;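 note: 0% = cells with vehicle only and 100% = reference agonist; strong numbers were not always called active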
CDK5 inh: inhibitors of human CDK5/p35 kinase | 0.01% of 330,000 active | Q00535+Q15078 | inhibition, % at 10 µM | Recombinant CDK5/p35, ADP-Glo luminescence, 60 min;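 active = highest replicate inhibition of at least 50% and at least 75% of replicates reaching 50%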;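 note: plate controls were DMSO neutral control for no effect and GW8510 at 10 µM for full effect; many of its hits are not listed in these tables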
DAGLB inh: diacylglycerol lipase beta (human) inhibition; AID 504411; inhibition, % at 5.17 µM; Q8NCG7; 0.059% of 340,000 active; HEK293T DAGLB membrane lysate, EnzChek fluorogenic substrate; in the data active = inhibition above about 34%;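 note: 0% = enzyme with vehicle and 100% = wells lacking enzyme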
Target sequence (Q8NCG7 whole entry, looked up): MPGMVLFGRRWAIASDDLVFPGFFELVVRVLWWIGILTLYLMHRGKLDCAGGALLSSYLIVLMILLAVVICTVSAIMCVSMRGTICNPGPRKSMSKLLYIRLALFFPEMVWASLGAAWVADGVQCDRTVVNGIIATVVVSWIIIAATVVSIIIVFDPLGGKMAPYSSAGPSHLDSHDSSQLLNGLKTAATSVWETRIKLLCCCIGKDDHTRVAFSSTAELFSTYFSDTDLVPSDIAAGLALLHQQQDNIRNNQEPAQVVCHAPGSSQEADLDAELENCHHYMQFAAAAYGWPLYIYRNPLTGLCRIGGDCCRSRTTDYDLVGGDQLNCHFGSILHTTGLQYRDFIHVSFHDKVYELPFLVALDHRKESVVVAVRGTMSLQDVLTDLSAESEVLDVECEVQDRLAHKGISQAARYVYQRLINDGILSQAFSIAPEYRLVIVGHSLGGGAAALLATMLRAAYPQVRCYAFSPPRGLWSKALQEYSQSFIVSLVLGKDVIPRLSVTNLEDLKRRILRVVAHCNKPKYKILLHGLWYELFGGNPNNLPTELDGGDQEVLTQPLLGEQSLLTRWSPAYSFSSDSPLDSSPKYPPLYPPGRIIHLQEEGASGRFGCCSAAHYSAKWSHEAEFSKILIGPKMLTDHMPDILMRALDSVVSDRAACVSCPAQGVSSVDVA
E coli growth: reduces bacterial viability in AddAB counter-screen | E. coli V3065 growth, OD600 absorbance, 18 h | inhibition, % at 11.9 µM | 0.27% of 330,000 active | AID 449728;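 active = inhibition above the campaign's mean inhibition across all tested compounds plus 3 SD, cut at about 9.9% in these data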;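 note: uninfected addAB+ strain grown without phage in ampicillin broth; 0% = DMSO wells and 100% = ciprofloxacin 0.95 µg/ml wells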
AddAB inh: less growth of phage-infected E. coli with AddAB | E. coli expressing H. pylori AddAB, absorbance growth | inhibition, % at 11.9 µM | 0.29% of 330,000 active; in the data active = inhibition above about 12%;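 note: 0% = vehicle wells of infected cells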
phage Ecoli inh: E. coli growth loss with phage present; growth absorbance; inhibition, % at 11.9 µM; 0.26% of 360,000 active; AID 651602; in the data active = inhibition above about 11%
Tat export inh: inhibitors of E. coli Tat protein transport. AID 488895. 0.036% of 340,000 active. inhibition, % at 10 µM. E. coli MC4100 TorA-mCherry Tat export, fluorescence;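 active = mean replicate inhibition at least 50% and at least half of replicates individually reaching 50%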;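 note: exported cargo escapes ClpAP degradation while cytoplasmic cargo is degraded and loses fluorescence; 0% = median of neutral control wells and 100% = median of NaSCN control wells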
PKA-R1A act: activates the PKA-R1A holoenzyme complex; activation, % at 11.4 µM; P00514+P68181; PKA-R1A dissociation, Cy5-IP20 fluorescence polarization; scaled: DMSO 0%, 113 µM cGMP 100%; 0.083% of 340,000 active;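 active = percent activation above the mean of all tested compounds plus 3 SD, cut at about 19% in these data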;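 note: higher means more PKAc released from R1A so a rise in polarization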
* = called active by the depositor; / = no result given. An unsorted share of the library; any-hit rate near 2.3%.

nr	molecule	Mot1-301 SUMO	HTR5A inv ag	PKA-R2B activ	HTR5A ag ctr	CDK5 inh	DAGLB inh	E coli growth	AddAB inh	phage Ecoli inh	Tat export inh	PKA-R1A act
1	O=C(COC(=O)CCCOc1ccc(Cl)cc1Cl)Nc1cccc(Cl)c1	27.9	-1.3	-4.1	1.3	-0.7	-8.6	0.4	-1.9	-0.5	9.5	3.8
2	O=C(c1ccccc1)N1CCN(C2CC3CCC2C3)CC1 (stereo unspecified)	3.8	-26.0	1.8	0.6	-2.2	-0.3	0.7	3.3	0.6	-7.9	-12.7
3	C/C(Nc1cccc(F)c1)=C(/C#N)C(N)=O	-18.0	-3.8	-4.9	0.4	2.4	-2.2	-0.4	1.3	2.5	-6.1	-1.4
4	C#CC(CC)(CC)NC(=O)c1ccc(Br)s1	4.9	2.9	6.5	-1.1	1.3	-2.1	-1.0	-0.5	2.2	-2.9	-7.9
5	Cc1nc(CS(=O)(=O)c2ccccc2)cc(N2CCOCC2)n1	-10.0	-3.8	4.6	1.7	-0.6	-1.1	1.2	3.2	1.5	0.3	7.6
6	CCN(C(=O)COC(=O)CNC(=O)C1CCCCC1)c1ccccc1	/	29.2	-3.5	0.4	1.3	3.3	/	/	0.5	5.9	-8.2
7	COc1ccc2cc(-c3[nH]ncc3CN3C[C@@H]4CCC[C@H]3C4)ccc2c1	-3.8	-34.0	3.4	-1.4	4.8	-2.2	-1.9	0.4	2.8	7.6	3.1
8	CC(Sc1nc(NC(C)(C)C)nc(N(C)C)n1)C(=O)Nc1ccccc1 (stereo unspecified)	-6.1	-13.1	-1.0	4.8	0.6	-9.5	1.1	5.8	-4.2	-7.7	5.0
9	O=CC(O)C1OC(=O)C(O)C1O (stereo unspecified)	/	24.2	-0.5	0.2	-0.4	-1.0	/	/	0.1	4.3	-4.2
10	CCOc1ccccc1/C=C/c1nc2ccccc2[nH]c1=O	-23.4	8.3	-4.3	-2.2	0.8	1.2	/	/	0.8	8.6	-4.6
11	O=C(O)CCCNC(=O)Cc1ccccc1	277.6	-9.4	4.8	8.0	1.3	7.1	0.8	-1.3	0.6	-5.3	-5.1
12	Cc1cc(NC(=O)c2ccc(Cn3nc(C)c(Br)c3C)o2)no1	-8.4	2.7	-6.1	0.4	-1.0	-4.5	-0.9	1.3	3.1	24.0	-10.1
13	CSc1ccc(S(=O)(=O)NC(C)c2ccccc2)cc1 (stereo unspecified)	-2.4	/	/	/	0.5	/	-0.9	2.8	4.4	-2.1	/
14	Cc1ccc(C(=O)NCCCN2CCN(CCCNC(=O)c3ccc(C)cc3)CC2)cc1	-14.8	-6.5	4.3	-4.8	-0.5	0.8	0.2	-1.7	-1.9	-2.4	3.9
15	O=C(NCc1ccc2c(c1)OCO2)c1cc2c(s1)CS(=O)(=O)C2	15.4	-6.0	0.2	2.4	-1.4	0.0	0.6	1.6	1.4	2.3	0.9
16	Cc1ccc(Nc2ccc(N3CCN(c4ccc([N+](=O)[O-])cc4)CC3)nn2)cc1	/	3.8	-4.7	-0.9	-1.8	3.7	2.2	3.0	2.5	-3.5	-11.7
17	CCOc1ccc(Br)cc1S(=O)(=O)Nc1ccc(Cl)c(S(=O)(=O)N(CC)c2ccccc2)c1	-6.0	-37.1	1.2	1.8	0.1	2.4	-1.1	-0.8	0.9	2.6	-7.1
18	O=C(c1ccccc1)c1ccc(N2CCOCC2)c(F)c1	-2.3	-7.4	10.1	3.6	-1.5	-7.5	2.5	1.9	0.6	-11.4	-7.3
19	COc1ccc(-c2nonc2NC(=O)c2oc3ccc(F)cc3c2C)cc1OC	9.4	-17.8	1.4	3.8	0.5	0.4	-0.1	1.1	0.8	-6.3	-14.9
20	CCOC(=O)Nc1cc(OCC)c(NC(=O)C2CC2)cc1OCC	17.3	5.4	-3.4	6.5	1.3	-3.2	1.1	-1.5	1.1	-2.1	-2.6
21	C=CCc1ccc2oc(C(=O)OCC)cc(=O)c2c1O	15.9	8.7	6.1	2.6	-1.9	-2.5	3.5	-0.1	4.2	5.8	-0.7
22	O=C(Cc1ccc(NC(=O)C2CCN(C(=O)c3ccccc3)CC2)cc1)Nc1cccc(C(=O)N2CCCC2)c1	/	1.5	4.2	-0.4	1.2	-9.5	/	/	1.3	5.2	2.2
23	O=S(=O)(c1ccccc1F)N1CCN(Cc2nc3ccccc3[nH]2)CC1	-2.9	-7.8	-0.1	0.5	0.0	-2.4	-4.7	-0.1	-1.8	-2.6	1.2
24	O=C(O)c1ccc(/C=N/N2CCN(c3ccccc3)CC2)cc1	100.4	16.8	-5.1	4.5	0.0	-5.3	/	/	0.2	-5.4	-10.8
25	CCCOc1ccccc1C(=O)NCCCC(=O)O	7.8	-0.1	1.2	0.0	0.3	-0.3	-4.6	2.2	2.1	-11.2	-24.7
26	O=C(NNC(=O)c1cccc(S(=O)(=O)N2CCN(c3ccccc3)CC2)c1)c1ccc(Cl)cc1	-11.1	-11.4	-3.0	11.5	/	4.9	-1.6	2.2	0.9	-1.3	-7.9
27	Fc1cccc(C2NC(=S)NC3=C2N2CCC3CC2)c1 (stereo unspecified)	-0.3	-14.2	0.4	5.5	0.1	1.1	0.4	3.7	1.1	-8.0	-7.0
28	Cc1cc(C(=O)N/N=C/c2cccnc2)c2ccccc2n1	-1.2	-4.6	-3.1	-3.7	0.1	-1.2	-0.7	3.4	-0.4	-2.5	0.4
29	Cc1cc(NC(=O)COC(=O)C2CCCN2C(=O)c2cccs2)no1 (stereo unspecified)	-7.6	-16.8	3.5	2.9	0.0	0.8	-1.6	-1.1	3.1	1.1	-9.4
30	COc1ccc(OC)c2c(N3CC(C)OC(C)C3)cc(C(F)(F)F)nc12 (stereo unspecified)	5.1	-15.2	-5.2	3.4	-4.3	0.2	-1.2	1.3	1.2	-5.2	-7.7
31	O=C(CCN1C(=O)/C(=C\c2ccccc2)SC1=S)NNC(=O)c1ccccc1O	-12.2	20.1	-4.3	-0.2	-1.2	14.0	9.4	15.6*	8.0	11.7	-9.4
32	Cc1ccccc1NS(=O)(=O)c1ccc(C(=O)N2CCCCCC2)cc1	3.7	-18.6	-6.4	4.0	-0.7	2.8	2.3	1.9	2.0	12.7	-4.2
33	Nn1c(SCC(=O)N2CCCc3ccccc32)nncc1=O	-1.9	19.9	0.4	-3.1	0.1	0.4	0.1	0.3	2.8	-9.6	5.0
34	Cc1ccc(C(=O)NC2(C(Cl)Cl)N=C(c3ccccc3)N=C2N)cc1 (stereo unspecified)	6.1	3.5	-10.7	-1.2	-2.5	-0.5	1.3	1.6	4.4	-20.2	-5.6
35	CC1CN(Cc2ccco2)C(=S)NC1=O (stereo unspecified)	/	-3.0	-8.7	0.8	0.1	-0.9	/	/	3.3	0.4	1.7
36	Cc1cc(C)c2c(c1)/C(=c1/sc3n(c1=O)CN(c1ccccc1)CN=3)C(=O)N2	4.3	4.7	4.8	-1.8	0.2	7.4	-2.8	1.3	3.6	-4.2	-0.4
37	CC(C)C(NC(=O)C(C)N1C(=O)c2ccccc2C1=O)c1ccccc1 (stereo unspecified)	-4.1	6.2	-13.4	-1.8	1.0	-1.9	-1.6	-0.4	2.8	2.9	3.0
38	COc1cc(C(=O)Nc2ccc3nc(N4CCN(C)CC4)cc(C)c3c2)cc(OC)c1OC	45.9	-7.2	-3.7	1.8	2.1	-1.2	-1.1	-2.2	1.5	9.0	2.8
39	O=C1Oc2ccccc2C(=O)/C1=C/N1CCN(c2ccccc2F)CC1	-3.9	-3.1	1.3	5.4	-0.5	2.9	-0.8	0.0	0.6	-11.2	-3.8
40	COc1ccc(CCNc2oc(COc3ccccc3F)nc2C#N)cc1	/	1.1	9.1	-4.4	-0.3	-6.0	-0.1	1.8	4.7	-3.6	0.7
41	CC1(C)Cc2ccccc2-c2nnc(SCC(=O)Nc3ccc4c(c3)OCO4)n21	9.6	-18.4	-4.3	0.0	-0.5	-3.5	-0.6	2.6	1.7	4.4	2.6

Of the compounds above, 13 contain four or more nitrogen atoms:
nr	molecule	Mot1-301 SUMO	HTR5A inv ag	PKA-R2B activ	HTR5A ag ctr	CDK5 inh	DAGLB inh	E coli growth	AddAB inh	phage Ecoli inh	Tat export inh	PKA-R1A act
8	CC(Sc1nc(NC(C)(C)C)nc(N(C)C)n1)C(=O)Nc1ccccc1 (stereo unspecified)	-6.1	-13.1	-1.0	4.8	0.6	-9.5	1.1	5.8	-4.2	-7.7	5.0
12	Cc1cc(NC(=O)c2ccc(Cn3nc(C)c(Br)c3C)o2)no1	-8.4	2.7	-6.1	0.4	-1.0	-4.5	-0.9	1.3	3.1	24.0	-10.1
14	Cc1ccc(C(=O)NCCCN2CCN(CCCNC(=O)c3ccc(C)cc3)CC2)cc1	-14.8	-6.5	4.3	-4.8	-0.5	0.8	0.2	-1.7	-1.9	-2.4	3.9
16	Cc1ccc(Nc2ccc(N3CCN(c4ccc([N+](=O)[O-])cc4)CC3)nn2)cc1	/	3.8	-4.7	-0.9	-1.8	3.7	2.2	3.0	2.5	-3.5	-11.7
22	O=C(Cc1ccc(NC(=O)C2CCN(C(=O)c3ccccc3)CC2)cc1)Nc1cccc(C(=O)N2CCCC2)c1	/	1.5	4.2	-0.4	1.2	-9.5	/	/	1.3	5.2	2.2
23	O=S(=O)(c1ccccc1F)N1CCN(Cc2nc3ccccc3[nH]2)CC1	-2.9	-7.8	-0.1	0.5	0.0	-2.4	-4.7	-0.1	-1.8	-2.6	1.2
26	O=C(NNC(=O)c1cccc(S(=O)(=O)N2CCN(c3ccccc3)CC2)c1)c1ccc(Cl)cc1	-11.1	-11.4	-3.0	11.5	/	4.9	-1.6	2.2	0.9	-1.3	-7.9
28	Cc1cc(C(=O)N/N=C/c2cccnc2)c2ccccc2n1	-1.2	-4.6	-3.1	-3.7	0.1	-1.2	-0.7	3.4	-0.4	-2.5	0.4
33	Nn1c(SCC(=O)N2CCCc3ccccc32)nncc1=O	-1.9	19.9	0.4	-3.1	0.1	0.4	0.1	0.3	2.8	-9.6	5.0
34	Cc1ccc(C(=O)NC2(C(Cl)Cl)N=C(c3ccccc3)N=C2N)cc1 (stereo unspecified)	6.1	3.5	-10.7	-1.2	-2.5	-0.5	1.3	1.6	4.4	-20.2	-5.6
36	Cc1cc(C)c2c(c1)/C(=c1/sc3n(c1=O)CN(c1ccccc1)CN=3)C(=O)N2	4.3	4.7	4.8	-1.8	0.2	7.4	-2.8	1.3	3.6	-4.2	-0.4
38	COc1cc(C(=O)Nc2ccc3nc(N4CCN(C)CC4)cc(C)c3c2)cc(OC)c1OC	45.9	-7.2	-3.7	1.8	2.1	-1.2	-1.1	-2.2	1.5	9.0	2.8
41	CC1(C)Cc2ccccc2-c2nnc(SCC(=O)Nc3ccc4c(c3)OCO4)n21	9.6	-18.4	-4.3	0.0	-0.5	-3.5	-0.6	2.6	1.7	4.4	2.6
